ELG1 genotox: inducers of genotoxicity in HEK293T ELG1-luciferase cells; 330,000 tested, 1.3% active; AID 504466; HEK293T ELG1-luciferase reporter, luminescence, 16 h; Potency, µM (series often up to 46 µM), inactives show top-dose activity change, positive = activation, actives largely listed as activators; note: potency is the fitted concentration of half-maximal effect; % of control where 0% means no effect; nearly all actives have a fitted effect of over 60% in size
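Genotoxic stress is detected as increased luminescence from luciferase-tagged ELG1 in HEK293T cells, measured with ONE-Glo after a 16 hr treatment at 37 °C.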
BRCA1 expr act: activators of BRCA1 expression. 380,000 tested, 1.1% active. Potency, µM (titrated, usually from 46.1 µM), for inactives: at the highest dose activation, most hits filed as activators. MCF7-BRCA1-FFLuc reporter, luminescence, 48 h; response scale: scaled: vehicle 0%, 10 µM genistein 100%; note: potency is the fitted concentration of half-maximal effect; nearly all actives have a fitted effect of over 80% in size; some results filed as inactive show a strong effect at the top dose
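MCF7-BRCA1-FFLuc cells, 2000/well in phenol-red-free MEM, attached 2 h then treated 48 h at 37 C. Luciferase luminescence read 15 min after reagent; normalized to genistein maximum activation (10microM) and DMSO, concentration-response fitted.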
Tb PFK inh: inhibitors of T. brucei phosphofructokinase | O15648 | T. brucei PFK, ADP-Glo luminescence | Potency, µM (top dose mostly 57.5 µM), for inactives: at the top dose activity, negative = inhibition, usual class: inhibitors | 330,000 tested, 0.17% active | AID 485367;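 note: potency is the fitted concentration of half-maximal effect; 0% = uninhibited 1x PFK enzyme wells and -100% = no-enzyme wells; nearly all actives have a fitted effect of over 60% in size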
Target sequence (O15648 whole entry, looked up): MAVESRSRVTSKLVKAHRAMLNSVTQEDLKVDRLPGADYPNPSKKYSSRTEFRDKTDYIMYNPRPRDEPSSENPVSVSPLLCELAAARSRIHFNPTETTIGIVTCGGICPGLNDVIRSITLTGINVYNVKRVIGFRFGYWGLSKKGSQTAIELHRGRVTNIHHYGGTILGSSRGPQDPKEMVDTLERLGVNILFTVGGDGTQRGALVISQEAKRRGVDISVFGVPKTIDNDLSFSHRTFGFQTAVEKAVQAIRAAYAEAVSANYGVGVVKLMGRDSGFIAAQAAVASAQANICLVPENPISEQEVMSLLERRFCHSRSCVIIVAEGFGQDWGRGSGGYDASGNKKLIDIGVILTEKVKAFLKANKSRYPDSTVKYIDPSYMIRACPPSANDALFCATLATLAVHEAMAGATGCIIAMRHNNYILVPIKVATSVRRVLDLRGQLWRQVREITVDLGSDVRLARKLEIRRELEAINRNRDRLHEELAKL
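Compounds were pin-transferred as a titration series up to 57 uM into substrate buffer (0.5 mM F6P, 0.1 mM ATP, pH 8.0), then 1.25 nM PFK was added and reactions ran 45 min before ADP-Glo detection.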
ELG1 repair inh: inhibitors of ELG1-dependent DNA repair in HEK293T cells | Potency, µM (top dose mostly 46.1 µM), without a hit: at the top dose activity change, negative = inhibition, hits mostly inhibitors | HEK293T ELG1-luciferase reporter, luminescence, 16 h; DNA damage induced by 5-fluorouridine | AID 504467 | 330,000 tested, 2.3% active; note: potency is the fitted concentration of half-maximal effect; % is set by controls: 0 for no effect and ±100 for the full control effect; nearly all actives have a fitted effect of over 55% in size
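Overnight (16 hr) co-exposure of 2,000 cells/well to 5-fluorouridine and compound at 37 °C preceded detection. Luciferase was quantified via ONE-Glo luminescence; loss of signal denotes inhibition.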
TRPV1 agonist: activates the human vanilloid receptor TRPV1 | AID 540275 | activation, % at 8.33 µM | 320,000 tested, 0.19% active | TRPV1-expressing cells, Fluo-8 calcium influx, agonist mode | Q8NER1; in the data active = activation above about 80%; inconclusive = between about 30% and that limit; note: 0% is about no effect
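Cells expressing TRPV1 were dye-loaded with Fluo-8 and read kinetically: 10 s baseline, 3 min after compound (agonist portion), then 2 min after EC20 capsaicin (allosteric enhancer portion). Calcium-bound dye fluorescence at 480/520 nm.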
VP16 counter: inhibits Gal4-VP16 luciferase reporter, ROR gamma counter-screen; Drosophila S2 Gal4-VP16 UAS-luciferase, luminescence, 20 h; Potency, µM (series often up to 53.6 µM), for the others: at the top dose activity, negative = inhibition, usual class: inhibitors; 310,000 tested, 3.5% active; AID 2546;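 note: Gal4-VP16 expression switched on by copper sulfate through the metallothionein promoter; potency is the fitted concentration of half-maximal effect; % is set by controls: 0 for no effect and ±100 for the full control effect; nearly all actives have a fitted effect of over 50% in size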
NPC1 prom act: activates the NPC1 promoter | Potency, µM (highest dose often 9.22 µM), without a hit: top-dose activation, actives largely listed as activators | Huh7 NPC1 promoter luciferase reporter, 24 h | 320,000 tested, 2.4% active;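 note: potency is the fitted concentration of half-maximal effect; % of control where 0% means no effect; nearly all actives have a fitted effect of over 60% in size; reporter is driven by a mutant NPC1 promoter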
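Luminescence read-out of NPC1 promoter-driven luciferase in stably transfected Huh7 cells; compounds delivered in DMSO and left 24 h at 37C, 5% CO2, qHTS titration format.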
RORg inh: blocks mouse ROR gamma transcriptional activity; P51450; Drosophila S2 Gal4-RORgamma UAS-luciferase reporter, 20 h; Potency, µM (series often up to 53.6 µM), for the others: top-dose activity change, negative = inhibition, most hits filed as inhibitors; 310,000 tested, 5.4% active; AID 2551; note: potency is the fitted concentration of half-maximal effect; % is set by controls: 0 for no effect and ±100 for the full control effect; nearly all actives have a fitted effect of over 60% in size
Target sequence (P51450 whole entry, looked up, the tested form may be a part): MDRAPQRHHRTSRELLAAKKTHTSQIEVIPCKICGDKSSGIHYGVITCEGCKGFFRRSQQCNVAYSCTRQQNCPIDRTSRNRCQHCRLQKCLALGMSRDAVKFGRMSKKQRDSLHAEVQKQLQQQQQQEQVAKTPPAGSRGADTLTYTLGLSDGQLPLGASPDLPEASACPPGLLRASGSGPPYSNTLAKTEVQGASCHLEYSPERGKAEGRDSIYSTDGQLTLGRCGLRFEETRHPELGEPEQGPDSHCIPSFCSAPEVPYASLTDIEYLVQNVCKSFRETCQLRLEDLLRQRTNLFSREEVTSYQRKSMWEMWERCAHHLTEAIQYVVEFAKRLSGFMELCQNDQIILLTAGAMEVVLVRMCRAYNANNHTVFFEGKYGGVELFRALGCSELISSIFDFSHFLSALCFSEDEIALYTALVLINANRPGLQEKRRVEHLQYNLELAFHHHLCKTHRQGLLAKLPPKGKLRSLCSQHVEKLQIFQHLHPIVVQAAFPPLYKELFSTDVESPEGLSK
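Luminescence from a UAS-regulated Photinus luciferase reporter in stably transfected Drosophila Schneider cells is measured; decreased signal marks ROR gamma inhibition. Fusion expression is induced by 700 uM copper sulfate for 20 hr.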
FLuc modulator: counter-screen for miR-21 project: firefly luciferase inhibitors or activators; Potency, µM (highest dose often 57.5 µM), without a hit: top-dose activity change, negative = inhibition, usual class: inhibitors; P08659; purified FLuc, Km substrates, luminescence inhibition; AID 588342; 360,000 tested, 6.9% active;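 note: potency is the fitted concentration of half-maximal effect; plate controls were vehicle for no effect and reference inhibitor for full effect; nearly all actives have a fitted effect of over 55% in size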
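Purified P. pyralis luciferase (10nM final) with 10uM D-luciferin and 10uM ATP (Km levels) in 50mM Tris acetate pH 7.5, 10mM Mg acetate, 0.01% Tween-20, 0.05% BSA; qHTS 6-point titration, ~60 µM downward; luminescence read.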
p53 reactivator: re-activators of mutant p53; Potency, µM (titrated, usually from 92.2 µM), inactives show at the highest dose activity change, positive = activation, most hits filed as activators; H1299 p53-A138V BP100-luciferase reporter, luminescence, 24 h; 320,000 tested, 0.063% active; note: potency is the fitted concentration of half-maximal effect; % of control where 0% means no effect; nearly all actives have a fitted effect of over 45% in size
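p53-null H1299 cells stably carrying temperature-sensitive p53-A138V and a BP100-luciferase reporter were pinned with compounds (4-point, 1:5 series) and held 24 hrs at 37 deg C. Luminescence was read 10 min after detection reagent.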
Rab9 promoter act: activates the Rab9 promoter. 320,000 tested, 2.8% active. Potency, µM (doses to about 9.22 µM), without a hit: top-dose activation, negative = inhibition, actives largely listed as activators. AID 485297. Huh7 Rab9 promoter-luciferase reporter, luminescence, 24 h; note: potency is the fitted concentration of half-maximal effect; % of control where 0% means no effect; nearly all actives have a fitted effect of over 60% in size
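Stable Rab9-luc Huh7, 1500 cells/well, 2 h settle; cmpd in DMSO, 24 h, 37 °C/5% CO2; luciferase reagent 10 min RT; luminescence.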
Numbers without * were called inactive; [ ] = another dose, or the depositor's remark. Unless noted, calls come from the whole dose curve; as a rule, active = well fitted curve in the direction sought with a large enough effect; inconclusive = small, poorly fitted or top-dose-only effect, or another doubt; inactive = no such curve, though single readings can be large; an effect the other way counts as inactive or inconclusive.

`COc1ccc(CCNC(=O)/C=C/c2cc(OC)c(OC)c(OC)c2)cc1OC` gave ELG1 genotox 7%, BRCA1 expr act -15%, Tb PFK inh -4%, ELG1 repair inh -8%, TRPV1 agonist -3, VP16 counter -2%, NPC1 prom act -2%, RORg inh 6%, FLuc modulator -7%, p53 reactivator -3% and Rab9 promoter act -3%.
O=C(CSCc1ccc(Cl)cc1Cl)Nc1ccccc1C(=O)Nc1ccc(C(=O)O)cc1 was read as ELG1 genotox -3%, BRCA1 expr act 1%, Tb PFK inh 1%, ELG1 repair inh 1%, TRPV1 agonist 2, VP16 counter inconclusive, NPC1 prom act -5%, RORg inh -23%, FLuc modulator 19µM*, p53 reactivator -4% and Rab9 promoter act -7%.
O=C1CC(Nc2cc(=O)[nH]c(=O)[nH]2)C(=O)N1c1ccccc1Cl (stereo not given) was read as ELG1 genotox 0%, BRCA1 expr act 11%, Tb PFK inh 1%, ELG1 repair inh 0%, TRPV1 agonist 0, VP16 counter 2%, NPC1 prom act 0%, RORg inh 3%, FLuc modulator 5%, p53 reactivator -2% and Rab9 promoter act -8%.
For Cc1cc(NC(=O)Cn2cnc3sccc3c2=O)no1 the results were ELG1 genotox 0%, BRCA1 expr act 6%, Tb PFK inh 0%, ELG1 repair inh inconclusive and p53 reactivator 0%.
Screening c1ccc(COCC2CCNCC2)cc1 returned ELG1 genotox 0%, BRCA1 expr act 1%, Tb PFK inh 0%, ELG1 repair inh -10%, TRPV1 agonist 3, VP16 counter -5%, NPC1 prom act 0%, RORg inh -5%, FLuc modulator 3%, p53 reactivator 8% and Rab9 promoter act 0%.
Screening Cc1cc(C)n(CC(O)Cn2cnc3c2c(=O)n(C)c(=O)n3C)n1 (stereo not given) returned ELG1 genotox 0%, BRCA1 expr act -15%, Tb PFK inh 0%, ELG1 repair inh -7%, TRPV1 agonist -3, VP16 counter 4%, NPC1 prom act 6%, RORg inh inconclusive, FLuc modulator 0%, p53 reactivator -7% and Rab9 promoter act -11%.
COCCCNCCCOc1ccc(C(C)(C)c2ccccc2)cc1 was read as ELG1 genotox -7%, BRCA1 expr act 0%, Tb PFK inh -2%, ELG1 repair inh 1%, TRPV1 agonist -1, VP16 counter -4%, NPC1 prom act 1%, RORg inh -8%, FLuc modulator -2%, p53 reactivator -5% and Rab9 promoter act -3%.
`CCCN(CCC)S(=O)(=O)c1ccc(C(=O)Nc2cccnc2)cc1` gave ELG1 genotox -3%, BRCA1 expr act 1%, Tb PFK inh 3%, ELG1 repair inh inconclusive, TRPV1 agonist inconclusive, VP16 counter 2%, NPC1 prom act -1%, RORg inh 35%, FLuc modulator 0%, p53 reactivator -3% and Rab9 promoter act -2%.
CS(=O)(=O)N(CC(=O)N1CCOCC1)c1ccc2c(c1)OCO2 was read as ELG1 genotox 0%, BRCA1 expr act -19%, Tb PFK inh 0%, ELG1 repair inh 2%, TRPV1 agonist 1, VP16 counter -8%, NPC1 prom act 0%, RORg inh -15%, FLuc modulator 4%[2.3 µM], p53 reactivator -4% and Rab9 promoter act 12%.
For Cc1cc(S(=O)(=O)N(Cc2ccccc2F)C2CC2)ccc1-n1cnnn1 the results were ELG1 genotox -6%, BRCA1 expr act -28%, Tb PFK inh 0%, ELG1 repair inh -19%, TRPV1 agonist inconclusive, VP16 counter -19%, NPC1 prom act 0%, RORg inh 16%, FLuc modulator 5%, p53 reactivator -3% and Rab9 promoter act 2%.
Screening COc1ccccc1NC(=O)C1=C(C)NC(=O)NC1c1ccccc1[N+](=O)[O-] (stereo not given) returned ELG1 genotox inconclusive, BRCA1 expr act -9%, Tb PFK inh -7%, ELG1 repair inh inconclusive, TRPV1 agonist -4, VP16 counter 1%, NPC1 prom act 17%, RORg inh -43%, FLuc modulator inconclusive, p53 reactivator 8% and Rab9 promoter act 30%.
`O=S(=O)(Cc1ccccc1)NCC1CCCN(Cc2ccc(F)c(F)c2)C1` (stereo not given) gave ELG1 genotox -1%, BRCA1 expr act 7%, Tb PFK inh -8%, ELG1 repair inh 9%, TRPV1 agonist 6, VP16 counter 7%, NPC1 prom act -2%, RORg inh 17%, FLuc modulator -3%, p53 reactivator 5% and Rab9 promoter act -4%.
For CC(=O)c1cc2c(ccc3ccccc32)oc1=O the results were ELG1 genotox 10%, BRCA1 expr act -15%, Tb PFK inh -3%, ELG1 repair inh 18%, TRPV1 agonist 4, VP16 counter -1%, NPC1 prom act -2%, RORg inh -29%, FLuc modulator 3%, p53 reactivator 16% and Rab9 promoter act -3%.
For Cn1c(=O)[nH]c(=O)c2c1nc(Br)n2CCCCSc1nc2ccccc2o1 the results were ELG1 genotox -23%, BRCA1 expr act -43%, Tb PFK inh -3%, ELG1 repair inh inconclusive, TRPV1 agonist -2, VP16 counter -4%, NPC1 prom act -1%, RORg inh 37%, FLuc modulator -1%, p53 reactivator 5% and Rab9 promoter act 8%.
Cc1nc2c(C)cccc2cc1C(=O)N/N=C/c1ccc(N(C)C)cc1 was read as ELG1 genotox 0%, BRCA1 expr act -63%, Tb PFK inh 2%, ELG1 repair inh -18%, TRPV1 agonist -5, VP16 counter 1%, NPC1 prom act 0%, RORg inh -26%, FLuc modulator inconclusive, p53 reactivator 10% and Rab9 promoter act 2%.
COc1ccc(OC)c(NS(=O)(=O)c2ccc(SC)cc2)c1 was read as ELG1 genotox 0%, BRCA1 expr act -61%, Tb PFK inh 2%, ELG1 repair inh inconclusive, TRPV1 agonist 2, VP16 counter -10%, NPC1 prom act -26%, RORg inh 38%, FLuc modulator 5%, p53 reactivator -9% and Rab9 promoter act -20%.
COc1cccc(=O)c2c(C)n(CC(=O)c3ccccc3)c(C)c12 was read as ELG1 genotox -3%, BRCA1 expr act -44%, Tb PFK inh -1%, ELG1 repair inh 6%, TRPV1 agonist -5, VP16 counter -29%, NPC1 prom act 3%, RORg inh -35%, FLuc modulator -18%, p53 reactivator 11% and Rab9 promoter act 0%.

Some of these compounds in order of heavy-atom count, rising:
For Cc1cc(NC(=O)Cn2cnc3sccc3c2=O)no1 the results were ELG1 genotox 0%, BRCA1 expr act 6%, Tb PFK inh 0%, ELG1 repair inh inconclusive and p53 reactivator 0%.
O=C1CC(Nc2cc(=O)[nH]c(=O)[nH]2)C(=O)N1c1ccccc1Cl (stereo not given) was read as ELG1 genotox 0%, BRCA1 expr act 11%, Tb PFK inh 1%, ELG1 repair inh 0%, TRPV1 agonist 0, VP16 counter 2%, NPC1 prom act 0%, RORg inh 3%, FLuc modulator 5%, p53 reactivator -2% and Rab9 promoter act -8%.
COc1cccc(=O)c2c(C)n(CC(=O)c3ccccc3)c(C)c12 was read as ELG1 genotox -3%, BRCA1 expr act -44%, Tb PFK inh -1%, ELG1 repair inh 6%, TRPV1 agonist -5, VP16 counter -29%, NPC1 prom act 3%, RORg inh -35%, FLuc modulator -18%, p53 reactivator 11% and Rab9 promoter act 0%.
Screening COc1ccccc1NC(=O)C1=C(C)NC(=O)NC1c1ccccc1[N+](=O)[O-] (stereo not given) returned ELG1 genotox inconclusive, BRCA1 expr act -9%, Tb PFK inh -7%, ELG1 repair inh inconclusive, TRPV1 agonist -4, VP16 counter 1%, NPC1 prom act 17%, RORg inh -43%, FLuc modulator inconclusive, p53 reactivator 8% and Rab9 promoter act 30%.
`COc1ccc(CCNC(=O)/C=C/c2cc(OC)c(OC)c(OC)c2)cc1OC` gave ELG1 genotox 7%, BRCA1 expr act -15%, Tb PFK inh -4%, ELG1 repair inh -8%, TRPV1 agonist -3, VP16 counter -2%, NPC1 prom act -2%, RORg inh 6%, FLuc modulator -7%, p53 reactivator -3% and Rab9 promoter act -3%.

Source: PubChem BioAssay

Compounds were not picked by outcome; about 15% have a hit in one of these screens.
